Assay outcomes as filed in PubChem.
Myeloid diff 2 = myeloid differentiation induction; ER-HoxA9 myeloid progenitors, lysozyme-GFP differentiation, flow cytometry; 1% of 360,000 active; calls only at 10 µM;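 active = normalized GFP-positive differentiation at or above the plate's own cutoff, the solvent-only control mean plus 3 SD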;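 note: cells exposed to compound for four days before flow analysis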
MgcRacGAP inhibition = MgcRacGAP GTPase-activating activity inhibitors, confirmation, biochemical, ADP Hunter fluorescence | one-dose inhibition, % at 30 µM; IC50 in µM for titrated hits | MgcRacGAP-stimulated Rac1 GTP hydrolysis, ADP Hunter fluorescence; higher % means a stronger effect; GST-tagged Rac1 F28L mutant substrate | 0.6% of 340,000 active;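 active = first-screen hits whose inhibition reached a set limit at any dose in the follow-up dose series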;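 note: fluorescence reports GDP produced by GAP-driven GTP hydrolysis; strong numbers were not always called active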
T cell modulator = modulates CD8 T cell binding to vesicles; 2C CD8+ T cell-vesicle binding, flow cytometry; active compounds read low; calls only at 7 µM; 0.068% of 330,000 active; AID 2052;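 active = response, share of CD8 T cells binding vesicles, and their 90th percentile fluorescence all below set limits, cut at about 80% in these data, passing the limit was not always enough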
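System: murine 2C transgenic CD8+ T lymphocytes; also added: QL9-loaded Drosophila micro-vesicles; times: binding 1.5 h at 37 °C; measured by: flow cytometry, PE anti-B7-1 (FL2) versus Alexa647 anti-CD8 (FL8), PFA-fixed; control set: Peptide-free naked vesicles (low) and QL9 vesicles with 0.7% DMSO vehicle (high)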
T cell modulator vesicle-bound % = recorded beside T cell modulator, whose call it bears; double positive events, %; measured here: CD8+ vesicle-bound cell fraction;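 binding gate set so that unloaded-vesicle control wells show 10% double positive cells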
Myeloid diff 2 GFP+ MAC1+ % = further read-out of Myeloid diff 2, marked with its call; GFP+ MAC1+ double positive, %; measured here: differentiation confirmed by MAC1 staining
The depositor's hits bear a star. An excerpt; count on the stated rates, not on these rows.

For COc1ccccc1NS(=O)(=O)c1ccc(C)c(C(=O)N2CCN(c3ccc(O)cc3)CC2)c1 the results were Myeloid diff 2 inactive, MgcRacGAP inhibition 24.2µM*, T cell modulator inactive, T cell modulator vesicle-bound % 47.2 and Myeloid diff 2 GFP+ MAC1+ % 2.4.
CCN(C(=O)COC(=O)CCC(=O)c1cccs1)C1CCCCC1 was read as Myeloid diff 2 inactive, MgcRacGAP inhibition 3.8%, T cell modulator inactive, T cell modulator vesicle-bound % 39.0 and Myeloid diff 2 GFP+ MAC1+ % 0.2.
For COc1ccccc1/C=C/C(=O)OCC(=O)NCc1ccc2c(c1)OCO2 the results were Myeloid diff 2 inactive, MgcRacGAP inhibition 1.9%, T cell modulator inactive, T cell modulator vesicle-bound % 44.8 and Myeloid diff 2 GFP+ MAC1+ % 0.2.
For CCC(C)Sc1ccc(-c2nc3cc(C)ccn3c2NC2CCCCC2)cc1 (stereo unspecified) the results were Myeloid diff 2 active, MgcRacGAP inhibition 4.0%, T cell modulator inactive, T cell modulator vesicle-bound % 2.5 and Myeloid diff 2 GFP+ MAC1+ % 21.5*.
COC(=O)C1=CO[C@@H](O[C@@H]2O[C@H](CO)[C@@H](O)[C@H](O)[C@H]2O)C2C(CO)=CCC12 (stereo partly specified) was read as Myeloid diff 2 inactive, MgcRacGAP inhibition 7.0%, T cell modulator inactive, T cell modulator vesicle-bound % 19.1 and Myeloid diff 2 GFP+ MAC1+ % 1.7.
Screening Cc1cc(C)cc(NC(=O)CN2CCN(C(=O)c3cccs3)CC2)c1 returned Myeloid diff 2 inactive, MgcRacGAP inhibition -9.4%, T cell modulator inactive, T cell modulator vesicle-bound % 30.6 and Myeloid diff 2 GFP+ MAC1+ % 0.5.
Screening O=C(CNC(=O)c1cc(Cl)cc([N+](=O)[O-])c1)NC1CC1 returned Myeloid diff 2 inactive, MgcRacGAP inhibition 6.3%, T cell modulator inactive, T cell modulator vesicle-bound % 35.7 and Myeloid diff 2 GFP+ MAC1+ % 1.2.
Cc1ccc(CNC(=O)CNC(=O)c2ccc(C(C)(C)C)cc2)n1C was read as Myeloid diff 2 inactive, MgcRacGAP inhibition 0.1%, T cell modulator inactive, T cell modulator vesicle-bound % 31.4 and Myeloid diff 2 GFP+ MAC1+ % 0.2.
Screening COc1ccc(NC(=O)Nc2ccc3c(c2)C(=O)N([C@@H](C)CO)C[C@@H](C)[C@@H](CN(C)S(=O)(=O)c2cccs2)O3)cc1 returned Myeloid diff 2 inactive, MgcRacGAP inhibition 5.7%, T cell modulator inactive, T cell modulator vesicle-bound % 27.0 and Myeloid diff 2 GFP+ MAC1+ % 1.0.
`O=C(Cn1cc(C(F)(F)F)ccc1=O)NCC1CCCO1` (stereo unspecified) gave Myeloid diff 2 inactive, MgcRacGAP inhibition 3.9%, T cell modulator inactive, T cell modulator vesicle-bound % 35.1 and Myeloid diff 2 GFP+ MAC1+ % 0.9.

Three entries already listed, ordered by formula weight, highest first:
Screening COc1ccc(NC(=O)Nc2ccc3c(c2)C(=O)N([C@@H](C)CO)C[C@@H](C)[C@@H](CN(C)S(=O)(=O)c2cccs2)O3)cc1 returned Myeloid diff 2 inactive, MgcRacGAP inhibition 5.7%, T cell modulator inactive, T cell modulator vesicle-bound % 27.0 and Myeloid diff 2 GFP+ MAC1+ % 1.0.
Screening Cc1cc(C)cc(NC(=O)CN2CCN(C(=O)c3cccs3)CC2)c1 returned Myeloid diff 2 inactive, MgcRacGAP inhibition -9.4%, T cell modulator inactive, T cell modulator vesicle-bound % 30.6 and Myeloid diff 2 GFP+ MAC1+ % 0.5.
Screening O=C(CNC(=O)c1cc(Cl)cc([N+](=O)[O-])c1)NC1CC1 returned Myeloid diff 2 inactive, MgcRacGAP inhibition 6.3%, T cell modulator inactive, T cell modulator vesicle-bound % 35.7 and Myeloid diff 2 GFP+ MAC1+ % 1.2.

Later entries.
Screening C[C@@H]1COC(=O)[C@H](Cc2ccc(F)cc2)CC/C=C\C[C@@H](CC(=O)NCCO)C(=O)N1 returned Myeloid diff 2 inactive, MgcRacGAP inhibition 6.8%, T cell modulator active, T cell modulator vesicle-bound % 1.1* and Myeloid diff 2 GFP+ MAC1+ % 0.7.
For OCCO the results were Myeloid diff 2 inactive, MgcRacGAP inhibition 3.4%, T cell modulator inactive, T cell modulator vesicle-bound % 6.6 and Myeloid diff 2 GFP+ MAC1+ % 1.1.
CC(NC(=O)c1cccc(S(=O)(=O)N2CCc3ccccc32)c1)c1ccco1 (stereo unspecified) was read as Myeloid diff 2 inactive, MgcRacGAP inhibition 4.1%, T cell modulator inactive, T cell modulator vesicle-bound % 48.2 and Myeloid diff 2 GFP+ MAC1+ % 0.6.
For CC(C)(C)OC(=O)C[C@H]1C/C=C\C[C@H](CC(=O)N[C@H](CO)Cc2ccccc2)C(=O)N2CCC[C@H]2COC1=O the results were Myeloid diff 2 inactive, MgcRacGAP inhibition 2.7%, T cell modulator inactive, T cell modulator vesicle-bound % 13.3 and Myeloid diff 2 GFP+ MAC1+ % 0.5.
`CN(C)C(CNC(=O)c1ccc2nccnc2c1)c1ccco1` (stereo unspecified) gave Myeloid diff 2 inactive, MgcRacGAP inhibition -2.5%, T cell modulator inactive, T cell modulator vesicle-bound % 48.2 and Myeloid diff 2 GFP+ MAC1+ % 0.6.
For C/C=C1\NC(=O)[C@H](C)NC(=O)[C@@H](NC(=O)[C@@H](Cc2ccc(O)cc2)NC(=O)[C@@H](NC(=O)/C(C)=C/C)C(C)C)[C@@H](C)OC(=O)[C@H](CCCCc2ccc(O)cc2)NC(=O)[C@@H](CCC(=O)O)NC1=O the results were Myeloid diff 2 inactive, MgcRacGAP inhibition 16.4%, T cell modulator inactive, T cell modulator vesicle-bound % 5.4 and Myeloid diff 2 GFP+ MAC1+ % 0.7.
For NC(=O)C1CCN(C(=O)c2cc(-c3ccc(Cl)s3)nc3ccccc23)CC1 the results were Myeloid diff 2 inactive, MgcRacGAP inhibition 1.3%, T cell modulator inactive, T cell modulator vesicle-bound % 22.9 and Myeloid diff 2 GFP+ MAC1+ % 1.2.
`Cc1ccc(C)c(S(=O)(=O)N2CCN(c3ncnc4sccc34)CC2)c1` gave Myeloid diff 2 active, MgcRacGAP inhibition 1.0%, T cell modulator inactive, T cell modulator vesicle-bound % 56.1 and Myeloid diff 2 GFP+ MAC1+ % 2.8*.
`O=C(CN(Cc1ccco1)C(=O)c1ccc(F)cc1)Nc1ccccc1Br` gave Myeloid diff 2 inactive, MgcRacGAP inhibition 2.1%, T cell modulator inactive, T cell modulator vesicle-bound % 50.3 and Myeloid diff 2 GFP+ MAC1+ % 0.3.
CCCn1c(SCC(=O)N2CC(=O)Nc3ccccc32)n[nH]c1=O was read as Myeloid diff 2 inactive, MgcRacGAP inhibition 1.8%, T cell modulator inactive, T cell modulator vesicle-bound % 45.8 and Myeloid diff 2 GFP+ MAC1+ % 0.5.
CCN1C(=O)[C@H]2[C@@H](c3ccc(-c4ccc5c(c4)OCO5)cc3)N[C@@](Cc3ccccc3)(C(=O)OC)[C@H]2C1=O was read as Myeloid diff 2 inactive, MgcRacGAP inhibition 5.5%, T cell modulator inactive, T cell modulator vesicle-bound % 12.1 and Myeloid diff 2 GFP+ MAC1+ % 2.5.
For NC(=O)C1Cc2ccccc2CN1C(=O)c1cc(C2CC2)nn1-c1ccccc1 (stereo unspecified) the results were Myeloid diff 2 inactive, MgcRacGAP inhibition 4.7%, T cell modulator inactive, T cell modulator vesicle-bound % 46.1 and Myeloid diff 2 GFP+ MAC1+ % 1.1.
COc1cc(CC(=O)OCC(=O)NCc2ccco2)cc(OC)c1OC was read as Myeloid diff 2 active, MgcRacGAP inhibition 2.3%, T cell modulator inactive, T cell modulator vesicle-bound % 35.9 and Myeloid diff 2 GFP+ MAC1+ % 6.6*.
Screening NS(=O)(=O)c1cccc(NC(=O)CSc2nnc(C3CC3)n2-c2ccccc2)c1 returned Myeloid diff 2 inactive, MgcRacGAP inhibition -3.4%, T cell modulator inactive, T cell modulator vesicle-bound % 39.1 and Myeloid diff 2 GFP+ MAC1+ % 1.7.
COc1ccc(NC(=O)c2ccc(NC(=O)c3nc4nccc(C)n4n3)cc2)cc1 was read as Myeloid diff 2 inactive, MgcRacGAP inhibition 14.3%, T cell modulator inactive, T cell modulator vesicle-bound % 49.3 and Myeloid diff 2 GFP+ MAC1+ % 0.7.
`O=C(CSc1nnc2ccccn12)Nc1ccc(N2CCOCC2)cc1` gave Myeloid diff 2 inactive, MgcRacGAP inhibition 5.5%, T cell modulator inactive, T cell modulator vesicle-bound % 45.0 and Myeloid diff 2 GFP+ MAC1+ % 0.5.
For O=C(/C=C/c1cccc(F)c1)OCC(=O)N1CCc2ccccc21 the results were Myeloid diff 2 inactive, MgcRacGAP inhibition 7.6%, T cell modulator inactive, T cell modulator vesicle-bound % 30.7 and Myeloid diff 2 GFP+ MAC1+ % 0.5.
For Cc1cccc(C(=O)O[C@H]2[C@H](C)NS(=O)(=O)[C@H]3CC4C=C[C@]23O4)c1 the results were Myeloid diff 2 inactive, MgcRacGAP inhibition -1.0%, T cell modulator inactive, T cell modulator vesicle-bound % 38.1 and Myeloid diff 2 GFP+ MAC1+ % 3.0.
Screening CCN(C(=O)CSc1nnc(-c2ccc(F)cc2)n1C)C1CCS(=O)(=O)C1 (stereo unspecified) returned Myeloid diff 2 inactive, MgcRacGAP inhibition 4.3%, T cell modulator inactive, T cell modulator vesicle-bound % 42.7 and Myeloid diff 2 GFP+ MAC1+ % 0.4.
Screening Cc1cc(C(=O)CSc2nc(N)cc(=O)[nH]2)c(C)n1CC1CCCO1 (stereo unspecified) returned Myeloid diff 2 inactive, MgcRacGAP inhibition 4.7%, T cell modulator inactive, T cell modulator vesicle-bound % 55.1 and Myeloid diff 2 GFP+ MAC1+ % 2.2.
`COc1ccccc1CNC(=O)COC(=O)c1ccncc1` gave Myeloid diff 2 inactive, MgcRacGAP inhibition 5.2%, T cell modulator inactive, T cell modulator vesicle-bound % 52.9 and Myeloid diff 2 GFP+ MAC1+ % 0.7.
For Cc1noc(C)c1S(=O)(=O)N(C)C[C@H]1Oc2c(NC(=O)Nc3ccc4c(c3)OCO4)cccc2C(=O)N([C@H](C)CO)C[C@@H]1C the results were Myeloid diff 2 inactive, MgcRacGAP inhibition 8.1%, T cell modulator inactive, T cell modulator vesicle-bound % 12.9 and Myeloid diff 2 GFP+ MAC1+ % 1.9.
COc1ccc(NC(=O)COC(=O)c2ccc(N3CCCC3=O)cc2)cc1 was read as Myeloid diff 2 inactive, MgcRacGAP inhibition 1.0%, T cell modulator inactive, T cell modulator vesicle-bound % 56.5 and Myeloid diff 2 GFP+ MAC1+ % 0.1.
For CCOC(=O)[C@@H]1[C@H]2COc3cc(OC)ccc3[C@@H]2N2C(=O)N(c3cccc(C)c3)C(=O)[C@]12C the results were Myeloid diff 2 inactive, MgcRacGAP inhibition 5.1%, T cell modulator inactive, T cell modulator vesicle-bound % 8.4 and Myeloid diff 2 GFP+ MAC1+ % 0.7.
For COc1ccc(/C=C/C(=O)OCC(=O)Nc2cccc(S(=O)(=O)NC3=NCCCCC3)c2)cc1 the results were Myeloid diff 2 inactive, MgcRacGAP inhibition 2.0%, T cell modulator inactive, T cell modulator vesicle-bound % 50.7 and Myeloid diff 2 GFP+ MAC1+ % 1.3.
Cc1ccc(S(=O)(=O)Nc2ccc(S(=O)(=O)Nc3nccs3)cc2)cc1C was read as Myeloid diff 2 inactive, MgcRacGAP inhibition 2.9%, T cell modulator inactive, T cell modulator vesicle-bound % 44.3 and Myeloid diff 2 GFP+ MAC1+ % 1.5.
CC(C)(C)NC(=O)CSc1nc2cc(S(=O)(=O)N3CCCCC3)ccc2o1 was read as Myeloid diff 2 inactive, MgcRacGAP inhibition 3.3%, T cell modulator inactive, T cell modulator vesicle-bound % 49.0 and Myeloid diff 2 GFP+ MAC1+ % 1.0.
`CCOC(=O)c1cccc(-n2cccc2/C=C2\NC(=O)N(CC(=O)O)C2=O)c1` gave Myeloid diff 2 inactive, MgcRacGAP inhibition 8.6%, T cell modulator inactive, T cell modulator vesicle-bound % 42.3 and Myeloid diff 2 GFP+ MAC1+ % 1.1.
Screening Cc1cc(C)cc(NC(=O)COC(=O)CC2CCCC2)c1 returned Myeloid diff 2 inactive, MgcRacGAP inhibition -2.1%, T cell modulator inactive, T cell modulator vesicle-bound % 53.8 and Myeloid diff 2 GFP+ MAC1+ % 0.5.
For Cc1ccc(S(=O)(=O)Nc2ccc3c(c2)C(=O)N([C@H](C)CO)C[C@H](C)[C@@H](CN(C)C(=O)Nc2ccc(C(F)(F)F)cc2)O3)cc1 the results were Myeloid diff 2 active, MgcRacGAP inhibition 1.1%, T cell modulator inactive, T cell modulator vesicle-bound % 11.1 and Myeloid diff 2 GFP+ MAC1+ % 2.0*.
For O=C(CSc1nnc(-c2ccccc2)o1)NC(=O)Cc1ccccc1 the results were Myeloid diff 2 inactive, MgcRacGAP inhibition 4.2%, T cell modulator inactive, T cell modulator vesicle-bound % 29.5 and Myeloid diff 2 GFP+ MAC1+ % 0.7.
